From PubChem BioAssay
Mcl1-Bid inh: Mcl-1/Bid binding inhibitors, primary screen, biochemical, TR-FRET, 1536-well | hit rate 0.97% among 220,000 | inhibition, % at 21.7 µM | TR-FRET Mcl-1/Bid-Dy647 peptide binding | AID 1021, 2008;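 active = compounds that cut the binding signal by more than half at the single screening dose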;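 also: His-tagged Mcl-1 with europium anti-His antibody binding Bid BH3 peptide; 0% = Mcl-1 plus peptide wells and 100% = peptide-only wells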
Target sequence (Q07820 whole entry, looked up): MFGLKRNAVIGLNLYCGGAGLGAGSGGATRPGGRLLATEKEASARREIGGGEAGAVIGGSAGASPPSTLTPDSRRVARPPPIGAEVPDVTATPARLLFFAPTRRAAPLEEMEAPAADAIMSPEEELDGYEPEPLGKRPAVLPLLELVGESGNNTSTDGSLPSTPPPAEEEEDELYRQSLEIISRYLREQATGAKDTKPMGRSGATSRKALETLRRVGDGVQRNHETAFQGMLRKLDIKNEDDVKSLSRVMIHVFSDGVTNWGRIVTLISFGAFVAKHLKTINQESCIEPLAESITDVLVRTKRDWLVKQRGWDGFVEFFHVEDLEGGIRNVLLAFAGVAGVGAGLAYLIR
Mcl1 Noxa PPI: Mcl-1/Noxa binding inhibitors, primary screen, biochemical, TR-FRET, 1536-well; Induced myeloid leukemia cell differentiation protein Mcl-1 (Homo sapiens), Q07820; TR-FRET Mcl-1/Noxa peptide binding, 2 h; inhibition, % at 21.7 µM; hit rate 1.5% among 220,000; AID 1022, 2008;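 active = compounds that cut the protein-peptide binding signal by more than 50% relative to plate controls in a single-dose test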;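 also: His-tagged Mcl-1 with rhodamine Noxa BH3 peptide and terbium anti-His antibody; 0% = Mcl-1 plus Noxa peptide wells and 100% = peptide-only wells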
Rac1 act GTP bind: GTP binding modulators of activated mutant Rac1, primary screen, biochemical, bead-based flow cytometry, multiplex, fluorescent GTP. Ras-related C3 botulinum toxin substrate 1 (Homo sapiens), P63000. GST-Rac1 activated beads; actives lie on both sides; 100% means binding = to untreated wells. percent activity (GTP binding), % at 10 µM. hit rate 0.11% among 190,000. AID 764, 2007;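 active = GTP binding at least 20 percentage points away from the 100% baseline, in either direction, so actives lie on both sides; inconclusive = Compound likely fluorescent itself, or too few beads counted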
RGS8-Gao: RGS8-Galphao binding modulators, primary screen, biochemical, multiplexed bead flow cytometry; response (percent of control binding), % at 10 µM; actives lie on both sides; hit rate 0.34% among 220,000; Guanine nucleotide-binding protein G(o) subunit alpha (Homo sapiens), P09471; in the data active = response below about 60% or above about 140%; inactive = in between;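 also: Galphao activated as the GDP aluminium fluoride complex binding bead-coupled RGS8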
Target sequence (P09471 whole entry, looked up): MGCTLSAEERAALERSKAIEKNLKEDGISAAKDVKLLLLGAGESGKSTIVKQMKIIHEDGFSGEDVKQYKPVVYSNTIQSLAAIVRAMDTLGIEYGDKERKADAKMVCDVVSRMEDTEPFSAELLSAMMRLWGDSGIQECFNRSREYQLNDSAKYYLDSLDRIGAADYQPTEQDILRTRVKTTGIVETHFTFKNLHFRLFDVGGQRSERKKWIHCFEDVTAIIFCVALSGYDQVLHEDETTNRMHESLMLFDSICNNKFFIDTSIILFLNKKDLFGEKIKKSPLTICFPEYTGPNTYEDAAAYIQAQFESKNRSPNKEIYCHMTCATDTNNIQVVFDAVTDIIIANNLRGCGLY
Pf gametocyte: late stage P. falciparum gametocyte viability inhibitors, primary screen, ATP luminescence, HTS | hit rate 0.065% among 150,000 | AID 743093, 2013 | P. falciparum stage V gametocytes, 24 h | inhibition, % at 10.9 µM;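 active = inhibition above the mean plus 3 SD of compounds within the control limits, set per campaign, cut at about 38% in these data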;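 also: 0% = DMSO wells and 100% = medium only without gametocytes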
Rab7 wt GTP bind: modulators of GTP binding to Rab7, primary screen, biochemical, wildtype, multiplex bead flow cytometry; GST-Rab7 beads, fluorescent GTP binding; actives lie on both sides; untreated = 100%, excess cold GTP = 0%; hit rate 0.055% among 190,000; Rab7 GTPase wild type (dog), Bodipy-FL-GTP binding; GTP binding activity (percent of control), % at 10 µM;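 active = fluorescent GTP binding to Rab7 beads changed by at least 20 points from the 100% baseline, either direction, mostly lower; inconclusive = compound itself probably fluorescent, or too few beads counted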;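 also: median green fluorescence of bound Bodipy-FL-GTP per Rab7 bead population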
Mcl-1 Bim block: inhibitors of Bim peptide binding to Mcl-1, primary screen, biochemical, bead-based flow cytometry, multiplex | Bim peptide-Mcl-1 binding | inhibition, % at 10 µM | hit rate 0.1% among 190,000 | AID 1009, 2008; in the data active = inhibition above about 40%;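 also: 0% = no compound tracer wells and 100% = peptide blocker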
HRas wt GTP: modulators of GTP binding to HRas wildtype, primary screen, biochemical, bead-based flow cytometry, multiplex | GTPase HRas (Homo sapiens), P01112 | GST-Ras wt beads, Bodipy-FL-GTP binding; actives lie on both sides | GTP binding activity, % at 10 µM | hit rate 0.14% among 190,000;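 active = GTP binding activity at least 20% away from the 100% baseline, either lowered as inhibitor or raised as activator; inconclusive = flagged as likely green fluorescent, judged across all proteins in the well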;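 also: 0% = unlabeled GTP competition control and 100% = no-compound control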
Target sequence (P01112 whole entry, looked up): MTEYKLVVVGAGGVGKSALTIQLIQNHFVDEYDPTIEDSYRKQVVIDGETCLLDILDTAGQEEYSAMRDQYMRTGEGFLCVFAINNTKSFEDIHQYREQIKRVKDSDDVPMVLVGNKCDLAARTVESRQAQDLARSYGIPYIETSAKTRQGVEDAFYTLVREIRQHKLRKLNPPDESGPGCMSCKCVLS
Rab2 wt GTP: modulators of GTP binding to Rab2A wildtype, primary screen, biochemical, dog, bead-based flow cytometry, multiplex | Ras-related protein Rab-2A (Canis lupus familiaris), P61105 | GST-Rab2 wt beads, Bodipy-GTP binding | GTP binding activity, % at 10 µM | hit rate 0.19% among 190,000 | AID 760, 2007;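 active = GTP binding activity at least 20 points away from 100%, either lowered or raised; inconclusive = signal likely due to the compound's own green fluorescence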;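 also: 0% = beads with excess unlabeled GTP and 100% = no-compound control corrected for plate trend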
Cdc42 wt: modulators of GTP binding to wildtype Cdc42, primary screen, biochemical, multiplex bead flow cytometry, Bodipy-GTP | GST-Cdc42 beads; actives lie on both sides | percent activity (GTP binding), % at 10 µM | hit rate 0.2% among 190,000 | AID 761, 2007;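 active = percent activity GTP binding at least 20 points away from the 100% baseline, either down as inhibitor or up as activator; inconclusive = compound flagged as likely green fluorescent from well-wide comparison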;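 also: median bead fluorescence of bound Bodipy-FL-GTP at 100 nM; 0% = excess unlabeled GTP control and 100% = no compound control; below 100% means less GTP binding so inhibitor and above means activator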
Target sequence (P60953 whole entry, looked up): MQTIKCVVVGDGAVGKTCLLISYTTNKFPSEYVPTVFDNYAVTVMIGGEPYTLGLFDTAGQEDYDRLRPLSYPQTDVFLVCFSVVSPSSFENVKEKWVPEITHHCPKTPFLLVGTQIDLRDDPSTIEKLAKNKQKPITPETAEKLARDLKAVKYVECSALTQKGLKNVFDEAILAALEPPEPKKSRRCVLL
Rac1 wt modul: wildtype Rac1 GTP binding modulators, primary screen, biochemical, GST-Rac1 beads, flow cytometry, multiplex | AID 757, 2007 | hit rate 0.27% among 190,000 | Ras-related C3 botulinum toxin substrate 1 (Homo sapiens), P63000 | GTP binding activity (% of control), % at 10 µM | fluorescent GTP binding; actives lie on both sides; 0 = cold GTP competed, 100 = untreated;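 active = GTP binding activity at least 20 points away from the 100% control level, either lower or higher; inconclusive = compound flagged as likely green fluorescent, judged across all proteins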
* hit, by the source's call; ? = inconclusive; . = not tested or not shown.

SMILES	Mcl1-Bid inh	Mcl1 Noxa PPI	Rac1 act GTP bind	RGS8-Gao	Pf gametocyte	Rab7 wt GTP bind	Mcl-1 Bim block	HRas wt GTP	Rab2 wt GTP	Cdc42 wt	Rac1 wt modul
O=C(Nc1ccc2c(c1)OCO2)N1CCN(S(=O)(=O)c2ccc(Cl)cc2)CC1	-24	-13	99	97	.	101	0	101	100	101	102
N#C/C(=N/Nc1ccc([N+](=O)[O-])cc1)C(=N)N1CCCCC1	-25	2	94	99	-5	92	17	93	93	92	97
COC(=O)c1ccc(C(=O)OC)c(NC(=O)CSCc2ccc(Cl)cc2)c1	-4	.	92	99	.	94	0	94	93	94	90
COc1ccc(C(C)=O)cc1CSc1nncn1C	-28	11	99	99	-6	98	-2	99	98	102	101
COc1cccc(-n2nnnc2SCC(=O)c2cc(OC)ccc2OC)c1	10	-19	95	101	.	96	0	97	97	97	97
Cc1ccc(C(=O)NCC2CCCO2)cc1[N+](=O)[O-] (stereo not given)	-2	2	98	90	.	98	-6	100	101	103	101
COc1cccc(NC(=O)C(NCCC(C)C)c2ccccc2)c1 (stereo not given)	-1	17	96	103	-4	101	-4	99	98	99	100
COc1cccc(-c2nnc(SCC(=O)Nc3cc(C)ccc3OC)n2N)c1	4	7	100	96	11	102	-3	100	101	99	102
COCCNC(=O)C(C)OC(=O)c1cc2occc2n1C (stereo not given)	-23	7	96	101	.	97	0	99	97	101	98
COc1cc(-c2nn3c(Cc4ccccc4)nnc3s2)cc(OC)c1OC	12	21	92	98	.	96	-7	92	91	90	94
COc1ccc(-c2nnc(SCC(=O)/C(C#N)=C(\C)N)o2)cc1	2	17	97	103	9	96	-1	98	96	98	100
Cc1ccccc1NS(=O)(=O)c1ccc(F)cc1	5	1	98	102	.	98	-2	100	98	101	100
COc1ccc(Nc2nc(N)nc(SCc3nnc(C)s3)n2)cc1	-22	-2	100	102	-20	104	1	103	104	101	102
Cc1c(C#N)sc(C(N)=O)c1C	-22	8	98	100	-12	99	-4	103	102	103	105
Cc1ccc2nc(N3CCOCC3)c3nncn3c2c1	-1	11	98	100	.	96	-4	97	98	99	102
CC(C)OCCCNC(=O)C1CCC(=O)N1C1CCCC1 (stereo not given)	-22	-4	97	100	.	96	1	98	97	101	100
Cc1ccc(NC(=S)N/N=C/c2c(C)nn(-c3ccccc3)c2N2CCCC2)cc1	-31	-8	99	102	-2	102	-4	102	100	103	105
COC(=O)COc1ccc(S(=O)(=O)Nc2ccccc2C(=O)OC)cc1	-11	18	92	104	1	100	-4	100	97	100	96
Cc1cc(NC(=O)COn2nnc3ccc(Cl)cc32)no1	-13	11	99	101	-18	104	-3	104	103	98	105
CCCc1ccc(Oc2cc(C)nc(N3CCOCC3)n2)cc1	-12	7	99	100	9	98	0	103	102	102	101

One compound at a time, as listed above. Screens in order: Mcl1-Bid inh	Mcl1 Noxa PPI	Rac1 act GTP bind	RGS8-Gao	Pf gametocyte	Rab7 wt GTP bind	Mcl-1 Bim block	HRas wt GTP	Rab2 wt GTP	Cdc42 wt	Rac1 wt modul
Record of COC(=O)c1ccc(C(=O)OC)c(NC(=O)CSCc2ccc(Cl)cc2)c1 = -4	.	92	99	.	94	0	94	93	94	90
Record of COc1cccc(-c2nnc(SCC(=O)Nc3cc(C)ccc3OC)n2N)c1 = 4	7	100	96	11	102	-3	100	101	99	102

Four of these compounds in a different format:
The line under a structure holds: Mcl1-Bid inh | Mcl1 Noxa PPI | Rac1 act GTP bind | RGS8-Gao | Pf gametocyte | Rab7 wt GTP bind | Mcl-1 Bim block | HRas wt GTP | Rab2 wt GTP | Cdc42 wt | Rac1 wt modul
Cc1ccccc1NS(=O)(=O)c1ccc(F)cc1
→ 5 | 1 | 98 | 102 | . | 98 | -2 | 100 | 98 | 101 | 100
COc1cccc(-c2nnc(SCC(=O)Nc3cc(C)ccc3OC)n2N)c1
→ 4 | 7 | 100 | 96 | 11 | 102 | -3 | 100 | 101 | 99 | 102
COC(=O)COc1ccc(S(=O)(=O)Nc2ccccc2C(=O)OC)cc1
→ -11 | 18 | 92 | 104 | 1 | 100 | -4 | 100 | 97 | 100 | 96
COC(=O)c1ccc(C(=O)OC)c(NC(=O)CSCc2ccc(Cl)cc2)c1
→ -4 | . | 92 | 99 | . | 94 | 0 | 94 | 93 | 94 | 90

(next part)
SMILES	Mcl1-Bid inh	Mcl1 Noxa PPI	Rac1 act GTP bind	RGS8-Gao	Pf gametocyte	Rab7 wt GTP bind	Mcl-1 Bim block	HRas wt GTP	Rab2 wt GTP	Cdc42 wt	Rac1 wt modul
O=C(CCN1CCCC1)Nc1ccccc1	-8	24	92	101	-47	98	-2	96	93	95	94
C=CCn1c(=O)c2ccccc2n2c(SCC(=O)NCc3cccs3)nnc12	-31	6	?	106	.	?	0	?	?	?	?
Cc1cc(C(=O)NCC23CC4CC(CC(C4)C2)C3)c(C)o1	-49	17	98	105	.	97	1	100	94	99	100
Cc1ccc(NC(=O)N2CCC(C(=O)NCc3ccccc3)CC2)cc1	-19	-8	101	100	9	101	-1	105	106	104	114
COC(=O)c1c(C(=O)OC)c(-c2ccc(Cl)cc2)n2c1CS(=O)(=O)C2	2	8	97	103	-13	100	1	99	101	102	102
CC(C)(C)c1ccc(OCC(=O)NNC(=O)Cc2cccs2)cc1	-8	20	97	100	4	98	0	99	101	103	102
CCc1c(C(=O)NNC(=S)NCC2CCCO2)csc1C (stereo not given)	-68	1	99	97	0	103	-2	99	96	99	99
COC(=O)c1ccc(OCC(=O)c2ccc(C)c(C)c2)cc1	-16	8	99	102	-6	100	-3	100	95	101	102
CCOC(=O)c1oc2ccccc2c1NC(=O)c1cc(OC)cc(OC)c1	-16	4	99	100	.	100	0	104	105	109	111
CCCCNc1c(NC(C)=O)c(=O)oc2ccccc12	-3	-5	98	97	-1	100	0	99	101	102	102
O=C(COc1cccc2ccccc12)NNC(=O)Nc1ccccc1	-21	0	93	105	.	95	0	92	93	92	93
CCCCC(=O)NCCNc1nc2c(c(=O)n(C)c(=O)n2C)n1Cc1ccc(F)cc1	-54	-6	98	102	.	106	-1	103	101	98	104
COc1ccccc1-c1cn(C(C)(C)C)nc1C	-12	4	96	101	-24	105	1	98	99	96	100
N#CC1=C(N)NC(SCC(=O)O)=C(C#N)C12CCCC2	-27	14	99	104	-18	100	0	100	99	100	102
CC1(C)[C@@H](O)CC[C@]2(C)[C@H]3C(=O)C=C4[C@@H]5C[C@@](C)(C(=O)O)CC[C@]5(C)CC[C@@]4(C)[C@]3(C)CC[C@@H]12	-14	4	98	104	.	97	-1	100	102	103	103
O=C(Nc1ccc(-c2csc(-c3ccccc3)n2)cc1)c1ccccc1	-19	10	101	99	.	102	-2	102	102	100	106
COc1ccc(-c2nc(NC(=O)c3cc(C(C)(C)C)nn3C)sc2C)cc1	4	8	96	99	.	96	-1	99	95	98	96
O=C(CNC(=O)c1ccc(S(=O)(=O)N2CCCCC2)cc1)N/N=C/c1ccco1	-21	-13	94	105	-9	106	-1	100	99	95	101
CCOC(=O)C1CCCN(C(=O)c2cc3ccccc3oc2=O)C1 (stereo not given)	-25	7	96	100	10	106	0	100	102	95	103
Cc1nn(Cc2c(F)c(F)c(F)c(F)c2F)c(C)c1NC(=O)c1ccc(COc2ccccc2Cl)cc1	-36	-8	98	122	-12	95	0	98	99	100	99
O=S(=O)(c1cccc(-c2nc3n(n2)Cc2ccccc2-3)c1)N1CCCC1	-1	5	99	102	3	101	3	98	99	100	100
Cc1cccc(NC(=S)NCCc2ccc(F)cc2)c1C	-16	17	96	100	-35	94	-6	95	93	95	102
CCOc1ccccc1NC(=O)COC(=O)C(CC)c1ccccc1 (stereo not given)	-16	9	95	104	-52	106	0	96	98	95	98
CCN1C(=O)C2(C(C#N)=C(N)Oc3n[nH]c(COC)c32)c2ccccc21 (stereo not given)	-8	-1	99	102	.	96	-3	100	101	102	106
Cc1nc(N2CCC(C)CC2)c2oc3ccccc3c2n1	26	39	98	100	.	98	-3	100	99	103	101
CC(=O)CSc1ncnc2scc(-c3ccc(F)cc3)c12	-7	9	92	103	0	94	24	94	96	95	95
C=CCOC(=O)CC(NC(=O)c1ccccc1)c1ccccc1 (stereo not given)	-8	2	98	96	-28	99	-2	101	99	101	100
Cc1noc(C)c1C(=O)NC1CCCc2ccccc21 (stereo not given)	0	-6	98	105	.	99	0	100	98	100	102
Cc1sc(NC(=O)c2ccco2)nc1-c1ccccc1	8	6	101	115	.	99	-1	99	97	100	109
NS(=O)(=O)c1ccc(CCNC(=O)CSc2nnc3ccccn23)cc1	-32	32	94	96	-3	103	0	99	98	96	101
CCOC(=O)Cn1nc(C)c(NC(=O)c2ccc(Cl)c([N+](=O)[O-])c2)c1C	-21	6	100	99	22	110	-1	104	103	102	107
Cc1cccc(Cc2nnc(CCC(=O)N3CCCCC3c3nccs3)o2)c1 (stereo not given)	-13	12	95	101	9	107	-3	96	99	95	99

Some of the entries so far, with two lines to a compound.
The line under a structure holds: Mcl1-Bid inh, Mcl1 Noxa PPI, Rac1 act GTP bind, RGS8-Gao, Pf gametocyte, Rab7 wt GTP bind, Mcl-1 Bim block, HRas wt GTP, Rab2 wt GTP, Cdc42 wt, Rac1 wt modul
> Cc1cccc(NC(=S)NCCc2ccc(F)cc2)c1C
 : -16, 17, 96, 100, -35, 94, -6, 95, 93, 95, 102
> C=CCOC(=O)CC(NC(=O)c1ccccc1)c1ccccc1 (stereo not given)
 : -8, 2, 98, 96, -28, 99, -2, 101, 99, 101, 100
> O=S(=O)(c1cccc(-c2nc3n(n2)Cc2ccccc2-3)c1)N1CCCC1
 : -1, 5, 99, 102, 3, 101, 3, 98, 99, 100, 100
> Cc1nc(N2CCC(C)CC2)c2oc3ccccc3c2n1
 : 26, 39, 98, 100, ., 98, -3, 100, 99, 103, 101
> CCOc1ccccc1NC(=O)COC(=O)C(CC)c1ccccc1 (stereo not given)
 : -16, 9, 95, 104, -52, 106, 0, 96, 98, 95, 98
